p97 ATPase inh: human p97 ATPase inhibition; P55072; recombinant p97 ATPase, Kinase-Glo ATP luminescence, 3 h; inhibition, % at 8 µM; actives 0.42% (n = 220,000); AID 1481; in the data active = inhibition above about 15%;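 also: 0% = DMSO vehicle and 100% = wells lacking enzyme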
Target sequence (P55072 whole entry, looked up): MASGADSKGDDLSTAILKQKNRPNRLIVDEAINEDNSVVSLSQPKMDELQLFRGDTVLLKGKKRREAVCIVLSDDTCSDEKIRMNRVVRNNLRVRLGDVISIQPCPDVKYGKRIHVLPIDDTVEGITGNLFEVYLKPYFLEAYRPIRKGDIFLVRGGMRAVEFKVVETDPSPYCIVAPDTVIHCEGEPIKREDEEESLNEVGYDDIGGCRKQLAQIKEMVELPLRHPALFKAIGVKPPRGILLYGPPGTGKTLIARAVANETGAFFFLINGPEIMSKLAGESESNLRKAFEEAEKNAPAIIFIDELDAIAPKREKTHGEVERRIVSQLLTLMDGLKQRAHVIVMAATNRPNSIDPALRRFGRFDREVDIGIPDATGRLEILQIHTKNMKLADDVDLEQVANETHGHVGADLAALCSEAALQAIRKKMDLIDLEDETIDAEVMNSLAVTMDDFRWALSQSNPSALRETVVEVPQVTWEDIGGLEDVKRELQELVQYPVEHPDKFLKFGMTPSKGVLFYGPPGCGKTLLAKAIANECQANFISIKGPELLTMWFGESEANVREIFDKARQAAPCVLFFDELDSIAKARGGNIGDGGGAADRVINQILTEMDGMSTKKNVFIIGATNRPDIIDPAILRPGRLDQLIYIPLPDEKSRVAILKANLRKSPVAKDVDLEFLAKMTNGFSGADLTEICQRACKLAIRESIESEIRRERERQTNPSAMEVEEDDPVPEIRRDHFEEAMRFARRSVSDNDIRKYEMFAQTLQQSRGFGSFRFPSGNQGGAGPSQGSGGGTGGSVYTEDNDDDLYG
Runt-CBFb FRET: blocks binding of human RUNX1 Runt domain to CBFb; Cerulean-Runt/Venus-CBFb FRET ratio 530/480, 1 h; actives 0.46% (n = 220,000); Q01196+Q13951; inhibition, % at 20 µM;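 active = inhibition over about 50% at 20 µM in the single-dose screen, limit read from the data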;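 also: 0% = DMSO wells and 100% = excess unlabeled CBFb competitor control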
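Schedule: protein complex preformed 1 h, compound exposure 1 h, room temperature, dark; test system: Cerulean-labeled Runt domain protein; amount: 100 nM per protein; buffer or medium: Tris 50 mM pH 7.5, KCl, K2SO4, 0.01% BSA; read-out: loss of energy transfer signal; detection: FRET fluorescence; controls: 5 µM unlabeled CBFb as full-inhibition high control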
RBBP9 inh: human RBBP9 hydrolase inhibition; recombinant RBBP9, FP-Rh probe fluorescence polarization; inhibition, % at 7.94 µM; actives 0.2% (n = 220,000); AID 1515;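 active = inhibition above the campaign mean of all tested compounds plus 3 SD, cut at about 14% in these data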;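 also: plate controls were DMSO wells with RBBP9 for no effect and wells lacking RBBP9 protein for full effect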
Target sequence (O75884 whole entry, looked up): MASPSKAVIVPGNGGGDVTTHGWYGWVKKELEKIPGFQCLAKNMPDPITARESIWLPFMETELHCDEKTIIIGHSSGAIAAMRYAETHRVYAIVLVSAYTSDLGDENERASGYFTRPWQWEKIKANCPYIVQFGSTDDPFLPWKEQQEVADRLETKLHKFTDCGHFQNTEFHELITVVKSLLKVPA
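Test system: recombinant human RBBP9. Quantity: 2.5 µM RBBP9 dispensing solution, before mixing. Detection: FP readout at 525/598 nm. Reagent: Serine-hydrolase probe FP-Rh, 375 nM pre-mixing. Measure: % inhibition. Control set: DMSO-treated enzyme wells and wells lacking RBBP9. Buffer or medium: Tris-NaCl-Pluronic buffer, pH 8.0. Times: preincubation 30 min plus labeling 45 min at 25 °C.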
NPY Y1 blocker: NPY-Y1 (human) receptor antagonism | P25929 | inhibition, % at 3.6 µM | actives 1% (n = 200,000) | HEK293-CNG Y1 cells, membrane potential fluorescence; NPY at EC95, then isoproterenol | AID 1040;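 active = inhibition above the campaign mean inhibition of all tested compounds plus 3 SD, cut at about 20% in these data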;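 also: 0% = DMSO wells given NPY plus isoproterenol and 100% = isoproterenol alone without NPY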
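Material: HEK293 Y1/CNG channel cell line; also added: NPY (25 nM), isoproterenol (1 µM), Ro 20-1724 (25 µM); doses: one concentration, 3.6 µM, in 0.4% DMSO; schedule: compound incubation 1 h at room temperature, readout 45 min post-stimulation; technique: membrane potential fluorescence; measure: fluorescence ratio normalized to % inhibition between controls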
NPY2 pot ag: potentiates or activates human NPY-Y2 receptor; activation, % at 3.6 µM; actives 0.45% (n = 220,000); P49146; AID 1359; cells expressing NPY-Y2, potentiator/agonist read-out; in the data active = activation above about 27%;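 also: cells stimulated with NPY near EC25 plus isoproterenol at EC100; 0% = vehicle plus submaximal agonist and 100% = vehicle plus saturating agonist; some results beyond the cut were filed as inactive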
Hck Nef HTS: human Hck-Nef kinase inhibition; AID 463187; inhibition, % at 20 µM; actives 0.68% (n = 220,000); Recombinant Hck-YEEI plus Nef, Z-Lyte FRET kinase assay;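 active = Hck-Nef kinase inhibition above about 50%, limit read from the data; inactive = inhibition below that limit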;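 also: 0% = DMSO with Hck plus Nef and 100% = Hck alone without Nef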
NPY1 pot ag: potentiators or agonists of human neuropeptide Y receptor Y1 | P25929 | NPY-Y1 expressing cells, potentiator/agonist activation | activation, % at 3.6 µM | actives 0.37% (n = 220,000) | AID 1304; in the data active = activation above about 33%, passing the limit was not always enough;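 also: cells stimulated with NPY at EC10 then isoproterenol at EC100; 0% = low agonist plus stimulus and 100% = saturating agonist plus stimulus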
Runt-SMMHC FRET: inhibitors of human RUNX1 Runt domain binding to CBFb-SMMHC | Cerulean-Runt/Venus-CBFb-SMMHC FRET ratio 530/480, 1 h | inhibition, % at 20 µM | actives 0.74% (n = 220,000);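 active = mean inhibition across duplicate retests at 20 µM reaching about 50%, limit read from the data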;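 also: 0% = DMSO wells and 100% = wells with excess untagged CBFb-SMMHC; inhibitors lower the FRET ratio by blocking Runt binding to CBFb-SMMHC; some results filed as inactive read as strong as hits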
Mdm2 ligase inh: inhibitors of human Mdm2 E3 ubiquitin ligase; signal enhancement, % at 5 µM; actives 0.11% (n = 210,000); Q00987; AID 1230; cell-based MDM2 ubiquitination luciferase reporter, 2 h; 0 = plate control, 100 = twice control, blank-subtracted;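 active = signal enhancement of 30% or more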;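 also: luminescence tracks abundance of the self-degrading MDM2-luciferase fusion protein; higher signal means inhibition of MDM2 E3 ligase activity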
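Test system: mammalian cells stably expressing self-ubiquitinating, self-degrading MDM2 E3–luciferase fusion; Amount: 2000 cells in each well; Medium: DMEM; Schedule: 4 h settle plus 2 h compound, 37 °C; Technique: SteadyLite luciferase luminescence after 15 min room-temperature reagent incubation; Benchmarks: plate control and blank wells.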
An asterisk follows results filed as active; . = no result given.

SMILES | p97 ATPase inh | Runt-CBFb FRET | RBBP9 inh | NPY Y1 blocker | NPY2 pot ag | Hck Nef HTS | NPY1 pot ag | Runt-SMMHC FRET | Mdm2 ligase inh
CC1=C(C#N)C(=O)N(C2CCS(=O)(=O)C2)C(=O)/C1=C\c1ccc(C)o1 (centres undefined) | 11 | -19 | 0 | . | -4 | 20 | 0 | -146 | -18
CC(C)(O)C#Cc1ccc(C(=O)NC2CCCCC2)s1 | 6 | -1 | -5 | -2 | -3 | -15 | 10 | 3 | 7
COc1cc(Cl)cc(C=O)c1OCC(=O)O | 5 | -3 | -16 | -4 | 1 | 4 | -9 | 0 | -7
COc1ccc(CN(C(=O)c2cccs2)c2nccs2)cc1OC | -1 | 0 | -3 | 1 | -5 | 7 | -11 | -2 | 2
Cc1ccc2c(C)nc(Nc3nc(CSc4nnc(C)s4)cc(=O)[nH]3)nc2c1 | 2 | -1 | -3 | 1 | -5 | 0 | 0 | -2 | -14
CCOc1ccc2[nH]c(=O)c(CN(Cc3ccc(F)cc3)C(=O)c3ccco3)cc2c1 | 1 | 4 | 1 | -3 | 10 | 2 | -12 | 2 | -9
O=S(=O)(c1ccc2ccccc2c1)N1CCN(C2CCN(Cc3ccccc3)CC2)CC1 | -9 | -2 | 5 | 9 | -23 | 1 | -39 | 0 | -24
Cc1c(NS(=O)(=O)c2ccccc2)c(=O)n(-c2ccccc2)n1C | 6 | 1 | 8 | -2 | -4 | -2 | 16 | -2 | -21
Cc1nc(-c2noc(-c3cccc(Cl)c3)n2)c(C(F)(F)F)o1 | -3 | -5 | -1 | . | -4 | -2 | -2 | -2 | -11
O=C(NC(=O)N1CCN(c2ccc([N+](=O)[O-])cn2)CC1)c1ccccc1F | 7 | 1 | -6 | . | -3 | 19 | 1 | 2 | -13
COCCCNC(=O)CSc1nc2c(sc3ccccc32)c(=O)n1CCCC(=O)NCC1CCCO1 (centres undefined) | -2 | -3 | -4 | -3 | -11 | 23 | -6 | 2 | -16
CCCNS(=O)(=O)c1ccc(OCC(=O)N(C)Cc2ccccc2)cc1 | 2 | 0 | 4 | . | -10 | 20 | 17 | -1 | -3
O=C(COC(=O)C1CCN(/C=C/C(=O)C(F)(F)F)CC1)Nc1ccccc1 | -2 | 1 | -2 | 2 | -5 | -1 | 9 | 3 | -15
COCCn1c(N)c(N(Cc2ccccc2)C(=O)c2oc3ccccc3c2C)c(=O)[nH]c1=O | 1 | -3 | -4 | 2 | -10 | 23 | 1 | 4 | 8
N#CCC(=N)N1CCN(c2ccc(F)cc2)CC1 | -7 | -3 | -8 | 1 | 1 | 6 | 3 | -9 | -8
CCC(C)NC(=O)CSc1nnc(-c2ccoc2C)n1CC1CCCO1 (centres undefined) | 1 | 0 | -2 | 4 | 9 | 0 | 21 | 3 | 0
COCCNC(=O)C(c1cccc(OC)c1)N(C(=O)Cn1nnc2ccccc21)c1cccnc1 (centres undefined) | 7 | 1 | -5 | 8 | 1 | 1 | 18 | -6 | -4
CCc1ccc(C(=O)NNc2ccc(F)cc2)cc1 | 6 | 2 | 6 | . | 1 | 12 | 24 | -2 | -4
CCN1CCc2c(sc(NC(=S)NC(=O)c3ccco3)c2C(N)=O)C1 | 5 | 12 | -2 | . | 6 | -42 | -10 | 58* | -13
Nc1nnc(SC2CC(=O)N(c3ccccc3)C2=O)s1 (centres undefined) | -1 | 11 | -8 | 4 | -4 | -2 | -15 | 5 | -7
O=C(c1cc(Cl)nc2ccccc12)N1CCCCC1 | 8 | 0 | -3 | 2 | 15 | 1 | 0 | -4 | -6
COc1ccc2c(c1)C(C)=CC(C)(C)N2C(=O)CNCc1ccc2c(c1)OCO2 | -1 | 0 | 0 | 27* | -1 | 0 | -11 | 5 | -16
O=C(NNc1ccccc1C(F)(F)F)c1cccs1 | 4 | 0 | -8 | . | -11 | -5 | 8 | 0 | -6
O=C(CSc1ccccc1)N1CCN(c2ccccc2)CC1 | 1 | -2 | -5 | 1 | -13 | 1 | -9 | 6 | -16
Fc1ccc(C(c2nnnn2Cc2cccs2)N2CCN(c3ccccc3)CC2)cc1 (centres undefined) | -3 | -1 | -8 | 9 | -4 | 7 | -60 | 2 | 0

Additional records follow.
SMILES | p97 ATPase inh | Runt-CBFb FRET | RBBP9 inh | NPY Y1 blocker | NPY2 pot ag | Hck Nef HTS | NPY1 pot ag | Runt-SMMHC FRET | Mdm2 ligase inh
Cn1cc([N+](=O)[O-])c(C(=O)NCc2cc3cc(Cl)ccc3[nH]2)n1 | -2 | -1 | -13 | -7 | 18 | 2 | 25 | -1 | -19
CSC1=NCCN1C(=O)c1ccc2c(c1)OCO2 | 2 | -2 | -7 | 0 | 9 | -1 | -6 | 1 | -7
COc1ccc(C2CC(c3cccs3)=NN2c2nc(-c3ccccc3)cs2)cc1OC (centres undefined) | 4 | 11 | -1 | -1 | 4 | 3 | 20 | -7 | 5
COc1ccc(C)cc1NC(=O)C(OC(=O)c1ccc([N+](=O)[O-])o1)c1ccccc1 (centres undefined) | -4 | -3 | -3 | -5 | -9 | -2 | -9 | 4 | 2
C/C(N)=C(/C#N)C(=O)CSc1nnc(Nc2cccc(C)c2)s1 | 2 | -2 | -1 | -3 | 1 | -1 | 12 | 3 | .
C=CCn1c(Cc2cccs2)nnc1SCC(=O)c1cccc(Br)c1 | -5 | 0 | -4 | 6 | -16 | 1 | -1 | 0 | -30
O=C(Nc1ccn(Cc2c(F)c(F)cc(F)c2F)n1)c1ccc(COc2cc(Cl)ccc2Cl)o1 | -1 | 2 | -2 | 1 | -5 | 9 | 4 | 1 | -6
C#CCOCCOCCOCCNc1nc(N2CCN(C(=O)[C@H](CCCCN)n3cc([C@@H](N)C(C)CC)nn3)CC2)nc(N2CCN(C(=O)[C@H](Cc3cc4ccccc4[nH]3)n3cc([C@@H](N)CC(C)C)nn3)CC2)n1 (some centres undefined) | 13 | 8 | 7 | -4 | 4 | 5 | -1 | 28 | .
COc1ccc(C(=O)NCc2ccc3[nH]c(C)cc3c2)cc1OC | 2 | -2 | -4 | 7 | -7 | 22 | -8 | -27 | -15
CC(=O)N1CN(C2CCCC2)Cc2c1sc1c2CCCC1 | 0 | 1 | 2 | 24* | -4 | 0 | -18 | 1 | -11
COC(=O)c1cnn(-c2ccc(C)c(C)c2)c1-n1cccc1 | -7 | . | -10 | 6 | -10 | 0 | -30 | 0 | -22
COC(=O)[C@H](CCSC)NC(=O)NCCc1ccc(F)cc1 | 6 | -2 | 1 | -2 | 1 | -3 | 6 | -2 | -9
CCc1c(O)nc(SCC(=O)NCc2ccco2)[nH]c1=O | 4 | 3 | 1 | 3 | 9 | 3 | 12 | -2 | .
Cc1ccc(-n2c(C)nn(-c3ncc(C(F)(F)F)cc3Cl)c2=O)cc1 | 1 | 1 | -3 | -6 | 1 | -16 | -6 | 2 | -11
Cn1nc(-c2ccc(Cl)cc2)c2cc(C(=O)NCCN3CCOCC3)sc21 | -8 | 3 | 1 | 2 | -5 | 2 | -6 | -4 | -2
O=c1oc(-c2ccc(Br)o2)nc2ccccc12 | 1 | -1 | -7 | -2 | -9 | 1 | 7 | -2 | -17
COc1ccc(C2(C(=O)Nc3ccccc3)CCOCC2)cc1 | 5 | -2 | -2 | 8 | -7 | 1 | 15 | -1 | 7
COc1cc(NC(=O)C2CC2)c(C(=O)O)cc1OC | 7 | 1 | 6 | 5 | 6 | 7 | 5 | -4 | -2
Cc1ccnc(NC(=O)Nc2cccc(F)c2)c1 | -11 | 0 | -3 | 1 | 13 | 0 | 12 | 0 | -38
COc1cc(SC)ccc1C(=O)N1CCN(c2ccccc2OC)CC1 | 0 | -1 | -1 | -3 | 9 | 13 | -1 | 0 | -8
Cc1ccc(S(=O)(=O)NCCSc2nnnn2-c2ccc(C(N)=O)cc2)cc1 | 1 | 2 | -4 | 3 | 14 | 1 | 10 | 4 | -4
Cc1cc(N(CCO)CCO)ccc1N=Nc1cc(F)ccc1F | -1 | -14 | -1 | -17 | 69* | 11 | 62* | -14 | -1
CC(C)(C)c1ccc(NC(=O)N2CCCN(c3c(Cl)cncc3Cl)CC2)cc1 | 4 | 1 | -11 | . | -8 | 11 | -16 | 1 | -8
N#CCCn1cnc2c(=S)nc[nH]c21 | -6 | 1 | -13 | -3 | -15 | -10 | -7 | -2 | -18
O=C(N/N=C/c1ccc(F)cc1)c1ccc(OCc2ccccc2)cc1 | 9 | 5 | -8 | . | -16 | 10 | 0 | -4 | -4

(cont.)
SMILES | p97 ATPase inh | Runt-CBFb FRET | RBBP9 inh | NPY Y1 blocker | NPY2 pot ag | Hck Nef HTS | NPY1 pot ag | Runt-SMMHC FRET | Mdm2 ligase inh
CC(C)(C)NC(=O)COc1ccc(CNCCc2ccccc2)cc1 | 3 | -1 | 1 | -1 | -4 | 12 | 10 | 2 | -10
Cc1noc(C)c1C(=O)Nc1ccccc1-c1ccccc1 | 2 | 0 | 10 | 0 | -3 | 15 | -8 | -4 | -10
CC/C(C)=N/Nc1nc(-c2cc3cccc(OC)c3oc2=O)cs1 | 12 | 11 | 9 | . | 7 | 57* | 13 | -14 | -21
N/C(=N\OC(=O)Oc1ccccc1)c1cccc([N+](=O)[O-])c1 | -2 | 1 | -9 | 7 | 0 | 2 | -24 | 9 | 3
COc1ccccc1NS(=O)(=O)c1cc(NC(=S)NCC2CCCO2)ccc1C (centres undefined) | -3 | 1 | -3 | 0 | -9 | 1 | -6 | -1 | -8
CCSc1cc(N2CCOCC2)nc(-c2ccccc2)n1 | 0 | -2 | -6 | -1 | -1 | 4 | 4 | 3 | 10
Cc1cc(C)cc(-n2nnc(C(=O)NCc3ccccc3)c2N)c1 | 5 | 1 | 7 | 2 | 15 | 4 | 15 | 3 | -12
CCOC(=O)c1sc(NC(=O)c2cc3n(n2)C(C(F)(F)F)CC(c2cccs2)N3)c(C(=O)OCC)c1C (centres undefined) | -4 | -1 | -4 | 12 | 7 | -3 | 4 | -1 | 0
Cc1ccsc1C(=O)N1CCN(S(=O)(=O)c2cccs2)CC1 | 6 | -1 | -9 | -1 | 9 | 20 | 1 | -3 | -10
N#C/C(=C\c1ccc(N2CCOCC2)o1)C(=O)N1CCOCC1 | 2 | -21 | -4 | 1 | 0 | -2 | -1 | -55 | -8

Source: PubChem BioAssay
